# Growth percent in the NCI-60 one-dose screen (48 h, 10 µM unless noted): 100 = growth as untreated, 0 = no growth, -100 = all killed.
# BT-549: BT-549 breast cancer; 4.4% of 78,000 active
# MCF7: MCF7 breast cancer; 6.3% of 82,000 active; AID 1794796
# MDA-MB-231: MDA-MB-231 breast cancer; 5% of 81,000 active; AID 1794789
# K-562: K-562 leukemia. AID 1794777. 7.4% of 78,000 active
# LOX IMVI: LOX IMVI melanoma | 7.4% of 79,000 active | AID 1794757
# MDA-MB-468: MDA-MB-468 breast cancer; 8.5% of 78,000 active
# T-47D: T-47D breast cancer; 5% of 79,000 active
# HS 578T: HS 578T breast cancer | AID 1794788 | 4.1% of 78,000 active
# * hit, by the source's call; . = no result given. The calls were made as follows: active = growth percent below 10; inactive = the rest.
SMILES,BT-549,MCF7,MDA-MB-231,K-562,LOX IMVI,MDA-MB-468,T-47D,HS 578T
COc1ccc(N=Nc2c(N)nn3c(-c4ccccc4)ccnc23)cc1,97,79,84,90,96,95,72,95
O=C1Nc2ccccc2/C1=C/c1cn(CCCn2cc(/C=C3\C(=O)Nc4ccccc43)c3ccccc32)c2ccccc12,104,46,72,83,61,77,68,94
COC(=O)C1(CC(=O)c2ccc(Cl)c(Cl)c2)NC(=S)NC(=O)C1C#N (stereo not drawn),110,97,105,106,101,99,110,90
NNC(=O)c1ccnc(Cl)c1,.,96,109,97,95,106,102,94
N#Cc1nc(-c2ccc(F)cc2)oc1S(=O)(=O)N1CCN(c2ccc(F)cc2)CC1,103,41,92,18,10,87,86,107
O=C(Cn1cc(CO)nn1)c1ccc(F)cc1,85,.,102,93,108,115,97,102
CC(C)=CCC[C@](C)(O)C1CC[C@]2(C)[C@@H]1CC[C@@H]1[C@@]3(C)CC/C(=N\OCCC#N)C(C)(C)[C@@H]3CC[C@]12C (stereo partly drawn),102,63,94,68,89,83,53,93
COc1cc2c3cc(C(=O)O)sc(=O)c3n(C)c2cc1OC,102,89,93,.,88,92,70,87
O=C(c1nc2ccccc2[nH]1)C1C(c2ccccc2O)C2CSCN2[C@@]12C(=O)Nc1ccccc12 (stereo partly drawn),94,92,86,96,89,102,81,85
COc1ccc(C(=O)Cn2cc(CNC(=O)c3ccc4ccc5ccc(C(=O)NCc6cn(CC(=O)c7ccc(OC)c(OC)c7)nn6)nc5c4n3)nn2)cc1OC,39,97,106,103,101,96,84,92
CCCO[C@@]12Oc3cc(OC)cc(OC)c3[C@]1(O)[C@@H](O)C[C@H]2c1ccccc1,99,100,108,97,105,81,92,109
O=S(=O)(NCCCNc1nccc(-c2c(-c3cccc(F)c3)nc3occn23)n1)c1ccc(Br)cc1,109,.,86,57,89,52,42,89
O=S(=O)(NCCCNc1nccc(-c2[nH]c(-c3ccccc3)nc2-c2ccc(Cl)c(O)c2)n1)c1ccccc1,76,79,74,48,60,80,75,109
O=C1S/C(=C\c2ccccc2)C(=O)N1Cc1cc2ccccc2nc1Cl,115,96,105,100,95,92,102,101
COc1ccc(/C=C2\Cc3ccccc3C2=O)cc1,97,90,98,78,94,88,97,93
CCCCC1CCCCN1C(=O)OCC (stereo not drawn),74,107,107,107,101,114,89,116
ICC1CCCCC1,103,98,120,103,106,109,105,.
CC1(CC(=O)Nc2ccccc2)Nc2cc(Cl)ccc2-c2ccnn21 (stereo not drawn),101,94,109,96,95,102,92,103
O=C(Nc1cc(=O)[nH]c(SCC(=O)N2CCN(c3cc4c(cc3F)c(=O)c(C(=O)O)cn4C3CC3)CC2)n1)c1ccccc1,73,69,87,60,70,65,77,95
N#Cc1ncc(-c2ccc(F)cc2)c(NC2CCCCCC2)n1,86,81,79,90,86,84,53,90
O=c1c(-c2n[nH]c(=S)n2-c2ccccc2)cnc2nc[nH]n12,103,94,98,104,113,106,111,90
CN1CCc2c(sc3ncnc(N/N=C/c4ccc(F)cc4)c23)C1,120,75,84,101,95,102,90,95
O=[N+]([O-])c1ccc(S(=O)(=O)Nc2ccc(-c3ccccc3)cc2)cc1,105,94,105,88,101,78,93,105
COc1cc(C(=O)n2cc(-c3ccc(Cl)cc3)c(N)n2)cc(OC)c1OC,106,97,105,56,76,104,85,177
CC(C)NCCCCCNc1cc(O)cc2cccnc12,104,43,27,68,72,19,31,89

# Taken from above:
# MDA-MB-231, `O=C(Nc1cc(=O)[nH]c(SCC(=O)N2CCN(c3cc4c(cc3F)c(=O)c(C(=O)O)cn4C3CC3)CC2)n1)c1ccccc1` is entered as 87
# LOX IMVI, `CCCCC1CCCCN1C(=O)OCC` (stereo not drawn) is entered as 101
# T-47D, `O=C1Nc2ccccc2/C1=C/c1cn(CCCn2cc(/C=C3\C(=O)Nc4ccccc43)c3ccccc32)c2ccccc12` is entered as 68

# (more compounds)
SMILES,BT-549,MCF7,MDA-MB-231,K-562,LOX IMVI,MDA-MB-468,T-47D,HS 578T
Cc1nc2cc(NCc3cn(-c4ccc(F)c(Cl)c4)nn3)ccc2c(=O)n1-c1ccccc1,90,91,97,93,100,96,87,93
S=c1[nH]nc(-c2ccc(-n3nc(-c4ccccc4)c4ccccc43)cc2)s1,94,90,106,87,93,100,81,95
CCCOc1ccc(/C=N/NC(N)=S)cc1,90,55,73,79,82,56,49,95
CC(Sc1nc2sc3c(c2c(=O)n1-c1ccc(Cl)cc1)CCCC3)C(=O)Nc1nc(-c2ccc(Cl)cc2)cs1 (stereo not drawn),98,90,90,99,97,98,99,98
COc1ccc(/C=N/c2cc(C(C)(C)C)nn2-c2ccccc2)cc1,128,89,100,92,100,124,86,107
Cc1ccc(NC(=O)Nc2cccc(Cl)c2)cc1F,103,87,89,68,82,93,87,117
OC1(CSc2ccccc2)CCCCC1,91,100,109,139,103,98,96,113
CC(=O)O[C@]1(C)CC[C@H]2[C@H](CNCCc3ccccc3F)C(=O)O[C@@H]2C2=C(C)C(=O)C[C@H]21,109,66,92,81,89,44,91,100
CCCCCCCCN=C(NCCCCCCCC)SCc1cccc2ccccc12,-75*,-89*,-93*,-13*,-96*,-94*,-98*,-55*
C#CCOC(=O)C(N)C(C)O (stereo not drawn),105,87,105,106,101,93,112,116
COC(=O)C1CC23C=CCN4CCC5(c6ccccc6NC15C2C)C43 (stereo not drawn),116,100,109,100,98,104,95,98
CC/C=C\C/C=C\C/C=C\CCCCCCCCOc1ccc(CCOP(=O)(O)OCC[N+](C)(C)C)cc1,107,96,103,106,102,113,108,105
CC(C)(C)c1ccc(CCO)cc1,86,101,102,91,99,124,106,135
Clc1ccccc1C(Sc1nc2ccccc2s1)Sc1nc2ccccc2s1,114,95,99,107,94,102,103,92
O=c1[nH]c(-c2ccccn2)nc2sc3c(c12)CCCCC3,70,33,52,21,8.6*,50,34,82
O=C(/C=C/c1cccc(C(F)(F)F)c1)Nc1cccc(C(F)(F)F)c1,118,31,108,23,28,56,-6.9*,93
O=C(N/N=C/c1cc[nH]c1)c1cn(C2CC2)c2cc(N3CCNCC3)c(F)cc2c1=O,105,92,85,90,113,104,99,105
O=S(Nc1ccccc1)c1ccc(-c2ccccc2)cc1 (stereo not drawn),87,96,92,84,65,91,82,74
CC(C)CNC(=O)/C=C/c1ccc2c(c1)OCO2,97,93,99,102,106,114,91,104
Cc1ccc(NC(=O)c2sc3nc4c(cc3c2N)C(=O)CCC4)cc1,86,68,78,53,93,33,95,107
Cc1c(O)ccc(=O)n1O,99,101,107,106,100,.,108,99
c1ccc(Cc2nnc3n2CCC(c2ccccc2)S3)cc1 (stereo not drawn),103,97,111,105,95,97,95,98
CN1CCc2c(Cc3ccc(C(=O)NO)cc3)c3ccccc3n2C1,93,73,58,78,83,61,72,77
OC(C[n+]1ccc2ccccc2c1)c1ccccc1 (stereo not drawn),90,89,105,93,99,88,58,107
CCOP(=O)(CN=C(c1ccccc1)c1ccccc1)OCC,104,100,106,100,95,102,104,96

# Full records from above. Order of values: BT-549 | MCF7 | MDA-MB-231 | K-562 | LOX IMVI | MDA-MB-468 | T-47D | HS 578T
# `c1ccc(Cc2nnc3n2CCC(c2ccccc2)S3)cc1` (stereo not drawn) across the screens: 103 | 97 | 111 | 105 | 95 | 97 | 95 | 98
# `CCCOc1ccc(/C=N/NC(N)=S)cc1` across the screens: 90 | 55 | 73 | 79 | 82 | 56 | 49 | 95

# Returning to the listing, starting 2 compounds before the break.
SMILES,BT-549,MCF7,MDA-MB-231,K-562,LOX IMVI,MDA-MB-468,T-47D,HS 578T
OC(C[n+]1ccc2ccccc2c1)c1ccccc1 (stereo not drawn),90,89,105,93,99,88,58,107
CCOP(=O)(CN=C(c1ccccc1)c1ccccc1)OCC,104,100,106,100,95,102,104,96
Nc1ccc(S(=O)(=O)Nc2cccc(NS(=O)(=O)c3ccc(N)cc3)c2)cc1,91,99,103,116,102,117,75,116
O=C(O)C(=S)Cc1ccco1,114,101,118,101,104,.,98,85
CCc1ccccc1-n1c(-c2cccs2)cc(-c2ccccc2)c(C#N)c1=O,101,107,120,94,106,109,102,94
CN1C(=O)N(c2ccccc2)C2N=C(N/N=C/c3ccccc3)SC21 (stereo not drawn),52,24,32,12,23,-11*,33,2.4*
O=c1c2ccccc2[nH]c(=S)n1-c1ccc(S(=O)(=O)Nc2ccc(Cl)nn2)cc1,104,95,93,99,99,100,100,96
Cc1cc(=O)[nH]c(Nc2nc3ccccc3[nH]2)n1,102,97,78,110,80,96,84,97
c1ccc2sc(Cc3ccc4c(c3)OCO4)nc2c1,95,82,90,103,100,103,86,99
CC12CCC3C4(C)COC(c5cccs5)OC4CCC3(C)C1CC(C1=CCOC1=O)O2 (stereo not drawn),105,90,102,100,99,100,98,103
O=C(c1ccc(OCCN2CCOCC2)cc1)C1[C@H](c2ccc(Cl)cc2)[C@@H](c2ccccc2)NC12C(=O)Nc1ccc(Cl)cc12 (stereo partly drawn),57,4.3*,29,4.9*,-46*,-7.8*,35,59
COc1ccc(-n2cnc(=S)[nH]c2=S)cc1,110,93,101,104,.,104,112,110
COc1ccc(Nc2ncccc2NC(=O)c2cn(Cc3cc(OC)c(OC)c(OC)c3)nn2)c(OC)c1,107,99,107,104,93,93,91,107
COc1ccc(C2=CC(c3ccc(Oc4ccnc5cc(Cl)ccc45)c(OC)c3)c3c(nc(SC)[nH]c3=O)N2)cc1 (stereo not drawn),93,76,90,97,93,89,92,100
O=C1/C(=C\c2cccc3cccnc23)SC(=S)N1CCc1ccc(O)cc1,95,87,83,82,80,.,71,91
Cc1cc(C#Cc2ccc(C(C)(C)C)cc2)ccc1-n1c(/C=C/c2ccc3[nH]ccc3c2)nc2ccccc2c1=O,109,105,106,83,86,112,99,.
Cc1ccc2nc(Sc3ncccc3C(=O)O)n(Cc3ccccc3)c(=O)c2c1,96,83,69,.,86,.,92,88
CC(=O)N(Cc1ccccc1)C(CC(=O)NCc1ccccc1)C(=O)O (stereo not drawn),97,91,109,103,98,129,94,131
COc1ccc(-n2ncc3c2ccc2cc(S(=O)(=O)c4ccccc4)c(=O)n(C)c23)cc1,68,91,74,113,86,94,91,50
CC(C)(C)COC(=S)S,102,100,116,95,99,97,98,89
NC(=O)CSc1nnc(CCC(=O)c2nc3ccccc3[nH]2)s1,110,97,104,102,90,116,108,115
O/N=C/c1c2ccccc2cc2ccccc12,101,89,103,98,94,108,88,93
Cc1ccc2c(OCC(=O)N/N=C/c3ccc(N(C)C)cc3)cc(=O)[nH]c2c1,100,95,101,97,100,103,100,108
CCCCCOc1ccc2ccccc2c1,103,106,114,101,102,100,98,104
CC(C)(C#N)c1cc(C(=O)Nc2cc(Nc3ncccc3-c3ncnc4nc[nH]c34)ccc2F)cc(C(F)(F)F)c1,71,57,18,5.6*,-9.5*,90,52,31
O=[N+]([O-])c1ccc(-c2ccc([N+](=O)[O-])cc2)cc1,.,96,111,92,105,114,98,132
COc1cc(/C=N/NC(=O)CC#N)ccc1O,92,97,88,107,94,97,101,109
SMILES,BT-549,MCF7,MDA-MB-231,K-562,LOX IMVI,MDA-MB-468,T-47D,HS 578T
CCOC(=O)c1c(NCC(=O)Nc2cccc([N+](=O)[O-])c2)sc(C(C)=O)c1C,-41*,-9.0*,10,8.1*,-38*,-22*,35,-24*
C=CC(C)(O)CC/C=C(\CO)C(=O)OCC1OC(OC(=O)[C@]23CCC(C)(C)C[C@H]2C2=CC[C@@H]4[C@@]5(C)CC[C@H](OC6OC(COC7OC(C)C(O)C(O)C7OC7OCC(O)C(O)C7O)C(O)C(O)C6NC(C)=O)C(C)(C)[C@@H]5CC[C@@]4(C)[C@]2(C)C[C@H]3O)C(OC2OCC(O)(CO)C2O)C(O)C1O (stereo partly drawn),92,94,119,45,103,.,104,110
CCOC(=O)n1cc(C2=C(c3cn(C)c4ccccc34)COC2=O)c2ccccc21,27,10,26,5.9*,19,29,.,9.6*
C[N+]1(CCC2CCCCC2)CCOCC1,102,94,96,111,99,99,92,98
CC1=C(C)C(=O)C(N2CCCCC2)=CC1=O,98,86,68,95,61,55,96,84
COCCOC(=O)c1ccccc1C(=O)OCCOC,93,92,107,92,90,.,100,92
CN(C)c1ccc(N2C(N)=NC(N)=NC2(C)C)cc1,105,97,93,84,102,104,91,106
CCOC(=O)CCCCCCCCCCCCC1C=CCC1 (stereo not drawn),108,106,123,114,98,101,111,118
CCCC(=O)C(CC)C(=O)Nc1ccccc1 (stereo not drawn),101,101,109,97,96,101,96,109
CSc1nc2nc(Cl)c(Cl)nc2[nH]1,99,92,110,86,89,100,94,100
Nc1c(Br)cc(Br)cc1CNC1CCC(O)CC1 (stereo not drawn),109,101,112,89,92,110,93,101
O=C1c2ccccc2C(=O)N1CNc1ccc(Br)c(Cl)c1,96,87,113,92,87,88,95,90
Cc1ccc(NC=O)cc1NC=O,358,102,104,112,.,95,107,.
CCOC(=O)c1cnn(CC(C)O)c1NC(=O)NCc1ccc(F)cc1 (stereo not drawn),90,98,104,91,99,108,109,98
CC(=O)N1N=C(c2ccc(Oc3nnnn3-c3ccccc3)cc2)OC1c1ccc(Cl)cc1 (stereo not drawn),.,92,89,86,87,96,80,97

# 2 entries picked at random from those above, as already listed:
SMILES,BT-549,MCF7,MDA-MB-231,K-562,LOX IMVI,MDA-MB-468,T-47D,HS 578T
CSc1nc2nc(Cl)c(Cl)nc2[nH]1,99,92,110,86,89,100,94,100
CCOC(=O)c1cnn(CC(C)O)c1NC(=O)NCc1ccc(F)cc1 (stereo not drawn),90,98,104,91,99,108,109,98

# Bioassay records (PubChem BioAssay)
